# Screening data: PubChem, The Scripps Research Institute Molecular Screening Center
# Tn7 DDE FP – inhibitors of Tn7 peptide binding to fibrin DD(E), primary screen, biochemical, fluorescence polarization, human fibrin, Tn7 probe. actives 0.13% (n = 370,000). Fibrinogen beta chain (Homo sapiens), P02675. inhibition, % at 8.3 µM. FP displacement of FITC-Tn7 peptide from fibrin DD(E); 0% = median of compound wells per plate;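 active means inhibition above the mean of compounds falling within the control limits plus 3 SD of them, cut at about 14% in these data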;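 further: 0% = plate median of compound wells and 100% = 10 µM Aha-Tn7 peptide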
#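 Assay system: human fibrin DD(E). Input: DD(E) 2 µM final. Medium: Tris buffer with calcium and detergent, pH 7.8. Compound dosing: single point at 8.3 µM. Timing: 10 min plus 3 h, room temperature. Technique: fluorescence polarization of the labelled Tn7 tracer. Read-out: percent inhibition. Replicates: singlicate testing.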
# SIAE primary – human SIAE inhibitors, primary screen, biochemical, fluorescence polarization, FP-Rh probe, 1536-well HTS. Sialate O-acetylesterase (Homo sapiens), Q9HAT2. SIAE FP-Rh probe binding. inhibition, % at 9.66 µM. actives 0.69% (n = 370,000);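 active means inhibition above a cutoff: mean of compounds within the control limits plus 3 SD of those, cut at about 17% in these data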;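 further: 0% = plate median of compound wells and 100% = probe without SIAE protein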
# PLCg1 inh – PLC-gamma1 enzyme inhibitors, primary screen, biochemical, fluorescence, purified enzyme; fluorogenic substrate; AID 720700, 2013; actives 0.84% (n = 370,000); 1-phosphatidylinositol 4,5-bisphosphate phosphodiesterase gamma-1 (Homo sapiens), P19174; inhibition, % at 12.2 µM; in the data active means inhibition above about 9.5%
# TDP2 absorb – human TDP2 enzyme inhibitors, primary screen, biochemical, epi absorbance, recombinant enzyme; Tyrosyl-DNA phosphodiesterase 2 (Homo sapiens), O95551; T5PNP hydrolysis, p-nitrophenol absorbance 415 nm; inhibition, % at 12.8 µM; actives 0.34% (n = 370,000); AID 720702, 2013;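 active means inhibition above the mean of all tested compounds plus 3 SD, set per campaign, cut at about 25% in these data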;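 further: 0% = DMSO with enzyme and 100% = buffer with substrate but no TDP2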
# Target sequence (O95551 whole entry, looked up): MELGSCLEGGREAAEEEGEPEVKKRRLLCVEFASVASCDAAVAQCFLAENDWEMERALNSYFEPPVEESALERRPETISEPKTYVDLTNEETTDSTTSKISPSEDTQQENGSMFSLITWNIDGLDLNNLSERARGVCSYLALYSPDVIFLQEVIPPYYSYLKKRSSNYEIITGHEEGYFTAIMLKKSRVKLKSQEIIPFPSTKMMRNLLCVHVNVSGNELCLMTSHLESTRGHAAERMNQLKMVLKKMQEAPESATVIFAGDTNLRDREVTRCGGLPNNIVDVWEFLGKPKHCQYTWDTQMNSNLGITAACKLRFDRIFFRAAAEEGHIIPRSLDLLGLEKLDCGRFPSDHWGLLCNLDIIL
#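 Assay system: Recombinant human TDP2 | Quantity: 120 nM TDP2 per well | Incubation: 2 h at 37 °C | Signal: Epi absorbance | Evaluation: Percent inhibition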
# ASAP1 GAP inh – inhibitors of human ASAP1 ArfGAP activity, primary screen, biochemical, fluorescence polarization; actives 0.19% (n = 360,000); inhibition, % at 16.5 µM; Arf-GAP with SH3 domain, ANK repeat and PH domain-containing protein 1 (Homo sapiens), …; ASAP1-stimulated ARF1 GTP hydrolysis, GDP FP detection; in the data active means inhibition above about 25%;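 further: 0% = vehicle with enzyme and substrate and 100% = no enzyme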
# Target sequence (Q9ULH1 325-724 limits assumed): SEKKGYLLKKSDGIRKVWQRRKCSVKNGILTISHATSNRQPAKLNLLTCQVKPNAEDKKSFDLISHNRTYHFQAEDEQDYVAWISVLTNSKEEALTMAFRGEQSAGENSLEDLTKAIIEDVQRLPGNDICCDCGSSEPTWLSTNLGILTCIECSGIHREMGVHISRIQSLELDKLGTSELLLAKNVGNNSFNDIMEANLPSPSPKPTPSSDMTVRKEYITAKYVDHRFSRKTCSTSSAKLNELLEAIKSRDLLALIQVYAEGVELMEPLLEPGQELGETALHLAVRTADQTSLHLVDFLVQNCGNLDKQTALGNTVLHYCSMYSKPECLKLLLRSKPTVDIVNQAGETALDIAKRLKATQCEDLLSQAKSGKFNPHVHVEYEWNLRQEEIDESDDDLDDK
# ARFGAP1 inhibitor – inhibitors of rat ARFGAP1 GAP activity, primary screen, biochemical, fluorescence polarization, GDP tracer; ADP-ribosylation factor GTPase-activating protein 1 (Rattus norvegicus), Q62848; Arfgap1-stimulated ARF1 GTP hydrolysis, GDP FP detection; inhibition, % at 16.5 µM; actives 0.26% (n = 360,000);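 active means inhibition above a per-plate limit, mean inhibition of low control wells plus 3 SD, cut at about 25% in these data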;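 further: 0% = DMSO wells with enzyme and 100% = wells lacking Arfgap1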
# Target sequence (Q62848 1-136 limits assumed): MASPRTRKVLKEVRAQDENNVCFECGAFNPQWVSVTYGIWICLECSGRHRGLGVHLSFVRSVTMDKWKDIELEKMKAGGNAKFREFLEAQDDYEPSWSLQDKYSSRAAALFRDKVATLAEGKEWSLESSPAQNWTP
#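 Material: rat Arfgap1 catalytic domain, aa 1-136; also added: human ARF1(Δ1-17)-GTP substrate; compound dosing: one concentration, 16.5 µM, DMSO 1.26%; incubation: GTP hydrolysis reaction 2 h at 25 °C; measured by: Tracer-displacement fluorescence polarization with EDTA stop, 620/688 nm; evaluation: % inhibition from polarization; repeats: one replicate per compound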
# Tn6 DDE FP – inhibitors of Tn6 peptide binding to fibrin DD(E), primary screen, biochemical, fluorescence polarization, human fibrin, Tn6 probe; Fibrinogen beta chain (Homo sapiens), P02675; Fibrin DD(E) TRITC-Tn6 fluorescence polarization displacement; inhibition, % at 8.3 µM; actives 0.21% (n = 370,000); AID 720509, 2013;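 active means inhibition above a per-campaign cutoff: mean of compounds within control limits plus 3 SD, cut at about 15% in these data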;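 further: 0% = median of all compound wells on the plate and 100% = blocking peptide control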
# ADAM10 inh – human ADAM10 inhibitors, primary screen, biochemical, QFRET, HTS; Disintegrin and metalloproteinase domain-containing protein 10 (Homo sapiens), O14672; actives 0.62% (n = 370,000); recombinant ADAM10, EDANS/DABCYL FRET peptide cleavage, 3 h; inhibition, % at 7 µM;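 active means inhibition above a per-campaign cutoff equal to the mean of compounds falling between control-based bounds plus 3 SD, cut at about 20% in these data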;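 further: 0% = DMSO wells while the 100% control is not disclosed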
# ADAM17 inh – ADAM17 inhibitors, primary screen, biochemical, QFRET | Disintegrin and metalloproteinase domain-containing protein 17 (Homo sapiens), P78536 | recombinant ADAM17, EDANS/DABCYL FRET peptide cleavage | inhibition, % at 6.95 µM | actives 0.83% (n = 370,000) | AID 720648, 2013;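 active means inhibition above the mean of compounds lying between control limits plus 3 SD, set per campaign, cut at about 8.5% in these data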;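 further: 0% = DMSO-only wells as the low control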
# PLC-beta3 inh – human PLC-beta3 inhibitors, primary screen, biochemical, fluorescence; actives 0.18% (n = 370,000); AID 720704, 2013; Purified PLC-beta3, fluorogenic substrate; inhibition, % at 12.2 µM; in the data active means inhibition above about 11%;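 further: 0% = median of compound wells on plate and 100% = full blocker control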
# Numbers without * were called inactive; i = inactive; . = not tested or not shown. The order is random. About 3.6% of those tested had a hit in this group.
PLC-beta3 inh	ASAP1 GAP inh	TDP2 absorb	ARFGAP1 inhibitor	Tn7 DDE FP	ADAM17 inh	Tn6 DDE FP	ADAM10 inh	SIAE primary	PLCg1 inh	SMILES
1.8	2.6	-4.8	11.9	-5.4	5.3	0.7	0.9	12.6	9.4	CCOc1ccc(-n2c(Cc3ccccc3)nnc2SCc2c(C)noc2C)cc1
-193.4	0.2	-0.6	3.5	1.8	-281.0	-3.7	i	0.5	-125.2	CCOC(=O)CCc1c(C)c2ccc(OC3CCCCC3=O)cc2oc1=O (stereo not given)
1.6	7.2	11.2	-0.2	2.8	-3.0	-8.0	-8.3	3.1	2.8	CC(=O)NC1CCC(C(=O)O)(c2ccccc2)C1 (stereo not given)
-2.5	-6.9	-23.1	2.9	-13.1	0.8	4.3	3.0	-0.6	5.7	CCSc1ncc(Cl)c(C(=O)Nc2ccccc2C)n1
-0.7	-18.6	4.9	4.7	2.5	-1.3	-4.2	-8.3	-0.2	3.8	COc1ccc(OCCCC(=O)OCC(=O)Nc2c(C)nn(-c3ccccc3)c2C)cc1
0.0	-0.1	-1.7	-5.3	4.1	-3.8	10.7	-5.7	-3.5	1.4	CC(=O)c1ccc(-n2c(-c3cc(-c4ccco4)[nH]n3)n[nH]c2=S)cc1
-35.7	-5.8	-0.8	-2.0	-3.6	-4.9	1.4	-5.7	-1.0	-25.6	c1ccc(Cn2nnc3c(Nc4ccc5c(c4)OCO5)nc(C4CC4)nc32)cc1
-15.4	3.2	-10.6	0.8	0.9	-2.2	2.5	5.5	-3.3	-9.1	COc1ccc(-c2csc(NC(=O)c3ccccc3OC)c2C(=O)O)cc1OC
0.6	2.5	7.5	9.8	10.9	7.0	2.8	19.7	0.3	5.1	COc1ccc(C(=O)NC(=S)N(Cc2ccccc2)Cc2ccccc2)cc1
-4.3	-3.3	17.5	-15.5	4.4	-3.7	-8.4	-7.2	-3.4	-3.6	CCN(CC)c1ccc(NC(=S)Nc2ccc(F)cc2)cc1
-11.2	4.1	-8.3	12.6	-2.3	-6.2	-2.8	-13.0	22.1*	0.7	COc1cc2ccccc2cc1C(=O)N1CCCC1
-0.8	-0.1	-16.2	-3.3	5.2	8.3	-3.5	-7.6	-11.5	7.0	O=C(NCCN1CCOCC1)c1ccc(Cl)c(S(=O)(=O)NCc2ccccc2)c1
-4.5	1.7	8.6	3.8	0.9	-7.4	7.6	-6.9	0.1	-1.1	COc1cc(OC)c(OC)cc1CN(C)CC1CCCN(CCc2ccccc2F)C1 (stereo not given)
-2.9	-16.5	-10.6	-6.3	3.5	-2.0	5.1	-13.8	5.0	0.0	O=C(NCC1CCCO1)c1ccc2c(c1)OCO2 (stereo not given)
-1.4	8.8	3.2	3.2	-1.9	-7.5	-2.2	-18.1	-3.0	-1.5	CC1(c2nnnn2-c2ccc3c(c2)OCCO3)CCC(=O)N1CCc1ccccc1F (stereo not given)
-1.8	0.8	-2.1	-2.2	-6.1	-0.6	-4.7	-8.5	14.9	-0.8	O=C1c2ccccc2NC(c2cn[nH]c2-c2ccccc2)N1O (stereo not given)
-1.8	-2.1	-1.3	6.5	0.9	-1.6	5.1	-0.6	6.7	2.0	CSCCC(NC(=O)c1ccccc1Cl)C(=O)N(C)Cc1cccs1 (stereo not given)
-2.2	-1.8	-0.2	11.6	2.8	3.2	-2.9	-6.7	2.0	0.7	CCOc1ccc(Nc2ncnc3ccc([N+](=O)[O-])cc23)cc1
-2.0	2.3	9.2	5.5	0.0	-2.4	1.0	-1.5	6.8	0.7	CNC(=O)NC(=O)COC(=O)c1ccccc1OCc1ccccc1
2.1	-10.9	-1.6	4.0	3.0	1.0	2.1	-1.7	2.4	-2.5	Cn1cnnc1Sc1nc([N+](=O)[O-])nn1C
2.1	.	-9.5	.	-2.2	3.1	4.2	1.7	-2.5	7.2	CC(C)C[C@H]1COc2cc(Br)ccc2S(=O)(=O)N1Cc1cn(CCC2OCCO2)nn1
0.9	3.8	1.9	5.4	11.9	-0.7	-9.3	-18.2	-3.8	3.9	CCCC(=O)Nc1cc(C)c(NC(=O)c2ccncc2)cn1
5.5	9.3	1.2	-2.6	-1.8	0.6	1.3	0.4	-4.4	0.0	Cn1c(=O)n(C)c2cc([N+](=O)[O-])c(N3CCN(CCO)CC3)cc21
-1.5	-9.1	-2.7	-1.8	-1.7	-2.8	-2.0	3.2	-2.3	-2.7	COc1ccc(CNC(=O)c2csc(Cc3ccccc3)n2)cc1
-1.8	-1.2	-24.3	-4.2	-3.0	1.2	2.5	3.6	0.3	3.7	CC(NC(=O)c1ccc(Br)o1)c1ccccc1 (stereo not given)
-13.9	-11.9	-13.5	-2.6	-3.4	-7.8	-6.2	-3.0	-6.2	3.0	COc1ccccc1-c1noc(Cn2cc(S(=O)(=O)N3CCCC3)ccc2=O)n1
-1.8	2.2	5.6	-0.3	-1.1	-3.7	-1.2	-2.3	3.6	-5.3	CCOc1ccccc1OCC(=O)OC(C)C(=O)Nc1ncc(Cl)cc1Cl (stereo not given)
-4.3	-7.5	-0.3	4.2	-5.7	-0.6	-3.1	3.0	0.8	-1.2	Oc1ccc(-c2csc(Nc3ncccn3)n2)cc1
5.4	-0.6	0.1	-3.9	4.0	-6.4	-2.6	-12.6	6.7	1.6	CCOC(=O)CN1C(=O)[C@]2(OCCC=C[C@H]2C)c2ccccc21
-36.3	3.4	0.1	11.0	-1.2	-18.1	4.4	-75.8	-3.4	-24.2	[O-][n+]1c(/C=C/c2ccccc2)ccc2ccccc21
-0.7	3.2	-11.7	-12.3	3.7	-1.7	7.4	5.4	-2.0	1.1	CCOC(=O)C1CCCN(C(=O)Cc2c(C(=O)O)[nH]c3ccccc23)C1 (stereo not given)
3.1	7.6	-11.9	6.8	0.5	-0.5	3.7	-0.6	-30.1	5.2	CCOc1cc(/C=N\NC(=O)Cn2nc([N+](=O)[O-])cc2C)ccc1OCc1cccc2ccccc12
-9.2	-2.4	4.0	2.1	-0.7	-8.3	2.7	-39.5	-3.2	-0.2	O=C(c1cc(-c2ccc(Cl)cc2)nc2ccccc12)N1CCC1
2.5	-2.1	6.8	7.5	7.6	2.3	-4.5	-2.0	-2.6	0.8	CCNc1nc(NCC)n2c(SCC(=O)Nc3ccccc3[N+](=O)[O-])nnc2n1
3.7	-2.6	0.0	-5.0	0.0	2.2	-1.5	-4.7	0.7	1.1	CC1CCCN(CCC(=O)c2ccccc2)C1 (stereo not given)
-9.6	5.5	7.0	-2.2	2.1	-6.5	-1.4	-7.0	-3.4	0.0	Cc1ccc(NC(=O)Nc2cc(S(C)(=O)=O)ccc2Cl)cc1
8.4	-2.8	-23.1	2.4	-3.7	6.3	4.9	7.0	-2.6	2.4	CCC(=O)NC(=S)Nc1ccccc1C(=O)OC
-2.4	-8.1	10.3	0.9	1.6	-2.0	4.1	-1.7	2.6	0.3	O=C(CCS(=O)(=O)c1ccc(Br)cc1)NCCc1ccccc1
-3.2	-8.6	0.3	-3.5	3.6	-3.4	-4.0	-7.4	2.7	-0.3	CCC(C)NC(=O)c1cc(-c2ccc(OC)cc2)on1 (stereo not given)
-14.4	-4.6	1.4	7.6	-2.4	-5.5	5.3	-6.5	-3.7	-10.4	NC(=O)c1c(NC(=O)c2cccnc2)sc2c1CCCC2
-8.8	16.2	-2.9	3.2	-6.9	-2.9	-3.3	-3.2	-5.9	1.8	O=C1/C(=C/c2ccccn2)SC(=S)N1CCc1ccccc1
-17.4	-5.7	-13.8	14.1	-2.6	-6.5	-0.3	-12.4	0.2	-9.4	O=C(O)c1cc(/C=C/C(=O)c2cc(F)ccc2O)c2c(c1)COCO2
-7.0	4.8	3.5	-7.8	1.6	-1.5	1.1	-1.5	-8.1	1.4	COc1ccc(C(=O)N=C2SC3CS(=O)(=O)CC3N2Cc2ccc(OC)c(OC)c2)cc1 (stereo not given)
-3.8	-12.3	-5.3	10.6	0.2	-0.7	5.6	-1.3	0.4	-3.5	Cc1cc(OCc2nnc(SC(C)C(=O)O)n2Cc2ccccc2)ccc1Cl (stereo not given)
3.0	6.7	-6.3	3.4	-5.4	1.1	4.4	4.4	0.3	1.4	CCN(CC(=O)Nc1ccc(OC)cc1)C(=O)C1CC(=O)N(Cc2ccccc2)C1 (stereo not given)
-17.9	5.6	15.4	-9.7	-2.7	-5.6	-6.8	-8.3	0.1	-14.9	Cc1cc(C)c(C#N)c(Nc2ccccc2)n1
-239.5	-12.3	-15.3	10.8	-1.1	-121.4	-0.7	-280.2	6.0	-168.7	CSc1ccc(C2NN=C(c3ccccc3)S2)cc1 (stereo not given)
-2.1	10.2	-2.8	-2.4	-0.6	4.7	-7.1	2.1	-2.9	1.6	Clc1ccc(-c2noc(CSc3nnc(Cc4cccs4)n3-c3ccccc3)n2)cc1
4.7	-4.4	5.7	-4.2	0.1	-1.3	7.1	0.8	12.4	4.6	COc1ccc(C2SCCN2C(=S)Nc2cccc(C(F)(F)F)c2)cc1 (stereo not given)

# Reformatted: entries from further up.
SMILES	PLC-beta3 inh	ASAP1 GAP inh	TDP2 absorb	ARFGAP1 inhibitor	Tn7 DDE FP	ADAM17 inh	Tn6 DDE FP	ADAM10 inh	SIAE primary	PLCg1 inh
Cc1cc(OCc2nnc(SC(C)C(=O)O)n2Cc2ccccc2)ccc1Cl (stereo not given)	-3.8	-12.3	-5.3	10.6	0.2	-0.7	5.6	-1.3	0.4	-3.5
CCN(CC(=O)Nc1ccc(OC)cc1)C(=O)C1CC(=O)N(Cc2ccccc2)C1 (stereo not given)	3.0	6.7	-6.3	3.4	-5.4	1.1	4.4	4.4	0.3	1.4
Cc1cc(C)c(C#N)c(Nc2ccccc2)n1	-17.9	5.6	15.4	-9.7	-2.7	-5.6	-6.8	-8.3	0.1	-14.9
